Screens (PubChem BioAssay)
H37Rv inhibition: M. tuberculosis growth inhibition, HTS (AID 449762). M. tuberculosis H37Rv growth inhibition, 7H9 media; higher % means a stronger effect. inhibition, % at 25 µM; hits with a dose series show IC50 in µM. hit rate 0.59% among 330,000; in the data active means a potency from the dose series; inconclusive means inhibition above about 70% without an active follow-up result;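 further: bacterial growth assessed after seven days of incubation; strong numbers were not always called active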
Salmonella PhoP GFP: PhoP regulon inhibitors, Salmonella typhi PhoP promoter GFP reporter, confirmatory (AID 1850). Salmonella Typhi PhoP-promoter GFP reporter, fluorescence, 4 h; higher % means a stronger effect. inhibition, % at 50 µM, or IC50 in µM where a hit was titrated. hit rate 0.33% among 310,000; in the data active means a potency from the dose series; inconclusive means inhibition mostly from about 25% at the one dose, without a potency; inactive means the rest, 99 in 100 with inhibition below about 19%;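 further: 0% = induced wells with vehicle and 100% = uninduced wells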
M. tuberculosis: growth inhibition of non-replicating M. tuberculosis (AID 488890) | Mycobacterium tuberculosis non-replicating, growth inhibition; higher % means a stronger effect | one-dose inhibition, % at 25 µM; IC50 in µM for titrated hits | hit rate 0.39% among 320,000; in the data active means a potency from the dose series; inconclusive means inhibition mostly from about 82% at the one dose, without a potency; inactive means the rest, 99 in 100 with inhibition below about 76%;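 further: plate controls were DMSO cells for no effect and high antibiotic wells for full effect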
inhibitors of VEEV: inhibitors of VEEV TC-83 cytopathic effect, confirmation, Vero cells (AID 588727); Vero cells, VEEV TC-83 cytopathic effect inhibition; higher % means a stronger effect; inhibition, % at 20 µM; hits with a dose series show IC50 in µM; hit rate 0.13% among 350,000; in the data active means a potency from the dose series; inconclusive means inhibition mostly from about 14% at the one dose, without a potency; inactive means the rest, 99 in 100 with inhibition below about 12%; further: strong numbers were not always called active
H1N1 NS1A inhibition: H1N1 influenza NS1A inhibitors, functional cell based assay (AID 504329); hit rate 0.3% among 340,000; inhibition, % at 12.5 µM, or IC50 in µM where a hit was titrated; NS1A functional cell-based assay, percent inhibition; higher % means a stronger effect; in the data active means a potency from the dose series; inconclusive means inhibition above about 27% without an active follow-up result; further: strong numbers were not always called active
inhibitors of VEEV 10K pilot screen: also measured in inhibitors of VEEV; calls as there; inhibition, %; measured here: 10K pilot screen inhibition
Starred values were filed as active, the others as inactive; & = joins results of further samples. The order is random; any-hit rate near 1.6%.

A first look:
COc1cc(OC)c(C2=NOC(C(=O)Nc3c(C)nn(CC(=O)N4CCCC4)c3C)C2)cc1Cl (stereo not drawn) was read as H37Rv inhibition -2%, Salmonella PhoP GFP -3%, M. tuberculosis 44%, inhibitors of VEEV 0.1% and H1N1 NS1A inhibition -3%.
For O=S(=O)(c1cc(F)ccc1F)N1CCC2(CC1)OCCN2S(=O)(=O)c1cccs1 the results were H37Rv inhibition -3%, Salmonella PhoP GFP 3%, M. tuberculosis -4%, inhibitors of VEEV 5.0% and H1N1 NS1A inhibition -2%.
CCCCCN(C(=O)CCC(=O)OC(C)C(=O)NCc1ccccc1)c1c(N)n(CCCC)c(=O)[nH]c1=O (stereo not drawn) was read as H37Rv inhibition 0%, Salmonella PhoP GFP -2%, M. tuberculosis 12%, inhibitors of VEEV 3.6% and H1N1 NS1A inhibition 0%.

The list itself, from the start:
COc1cc(OC)c(C2=NOC(C(=O)Nc3c(C)nn(CC(=O)N4CCCC4)c3C)C2)cc1Cl (stereo not drawn) was read as H37Rv inhibition -2%, Salmonella PhoP GFP -3%, M. tuberculosis 44%, inhibitors of VEEV 0.1% and H1N1 NS1A inhibition -3%.
For O=S(=O)(c1cc(F)ccc1F)N1CCC2(CC1)OCCN2S(=O)(=O)c1cccs1 the results were H37Rv inhibition -3%, Salmonella PhoP GFP 3%, M. tuberculosis -4%, inhibitors of VEEV 5.0% and H1N1 NS1A inhibition -2%.
CCCCCN(C(=O)CCC(=O)OC(C)C(=O)NCc1ccccc1)c1c(N)n(CCCC)c(=O)[nH]c1=O (stereo not drawn) was read as H37Rv inhibition 0%, Salmonella PhoP GFP -2%, M. tuberculosis 12%, inhibitors of VEEV 3.6% and H1N1 NS1A inhibition 0%.
Screening CCOc1cc2c(C#N)c(N3CCOCC3)nc(N)c2c(N)n1 returned H37Rv inhibition 3%, Salmonella PhoP GFP -1%&-8%, M. tuberculosis 3%, inhibitors of VEEV 10% and H1N1 NS1A inhibition 8%.
Screening CC1CN(C(=O)C(C)N2C(=O)c3ccccc3C2=O)CC(C)O1 (stereo not drawn) returned H37Rv inhibition -1%, Salmonella PhoP GFP -2%, M. tuberculosis 0%, inhibitors of VEEV inactive and H1N1 NS1A inhibition -17%.
`O=c1[nH]nc(Br)c(=O)n1C(c1ccccc1)c1ccccc1` gave inhibitors of VEEV 2.7% and H1N1 NS1A inhibition 2%.
`O=c1[nH]c(CN2CCN(c3ncccn3)CC2)nc2c(Br)cc(Br)cc12` gave H37Rv inhibition inconclusive, Salmonella PhoP GFP -8%, M. tuberculosis 21%, inhibitors of VEEV 1.9% and H1N1 NS1A inhibition 9%.
Screening COCCNC(=O)Nc1ccc2nc(-c3ccco3)c(-c3ccco3)nc2c1 returned H37Rv inhibition 5%, Salmonella PhoP GFP -78%, M. tuberculosis 16%, inhibitors of VEEV 8.1% and H1N1 NS1A inhibition -1%.
For C/C(=N\NC(=O)CSc1nc2ccccc2[nH]1)c1ccncc1 the results were H37Rv inhibition 2%, Salmonella PhoP GFP 3%, M. tuberculosis -3%, inhibitors of VEEV 1.3% and H1N1 NS1A inhibition 3%.
`CC(=O)/C=C/n1c(=S)oc2ccccc21` gave H37Rv inhibition inconclusive, Salmonella PhoP GFP -18% and M. tuberculosis inconclusive.
For CN(C)/C=C/C(=O)/C=C/c1cn(-c2ncc(C(F)(F)F)cc2Cl)c2ccccc12 the results were H37Rv inhibition 4%, Salmonella PhoP GFP 2%, M. tuberculosis -5%, inhibitors of VEEV 2.6% and H1N1 NS1A inhibition 11%.
Screening c1cnn(-c2cc(N3CCOCC3)ncn2)c1 returned H37Rv inhibition -2%, Salmonella PhoP GFP -11%, M. tuberculosis 1%, inhibitors of VEEV 4.4% and H1N1 NS1A inhibition -4%.
`COC1=CC(=O)C=C(OC)C1=O` gave inhibitors of VEEV inactive and H1N1 NS1A inhibition -3%.
CCCCOc1ccc(C(=O)N(Cc2ccco2)C2CCS(=O)(=O)C2)cc1 (stereo not drawn) was read as H37Rv inhibition -1%, Salmonella PhoP GFP 8%, M. tuberculosis 9%, inhibitors of VEEV 0.2% and H1N1 NS1A inhibition 6%.
`COc1ccccc1NC(=S)NCc1ccccc1` gave H37Rv inhibition 5%, Salmonella PhoP GFP -6%, M. tuberculosis 45%, inhibitors of VEEV inactive and H1N1 NS1A inhibition -6%.
`CC(=O)N1c2ccc(S(=O)(=O)NCCC(=O)Nc3cccc(Cl)c3)cc2CC1C` (stereo not drawn) gave H37Rv inhibition -1%, Salmonella PhoP GFP -14%, M. tuberculosis -7%, inhibitors of VEEV inactive and H1N1 NS1A inhibition 10%.
Cn1c(=O)c(C(=O)NNC(=O)c2ccccc2Cl)c(O)c2ccccc21 was read as H37Rv inhibition 54%, Salmonella PhoP GFP -2%, M. tuberculosis 22%, inhibitors of VEEV 1.7% and H1N1 NS1A inhibition 5%.
`O=C(COC(=O)c1nc(Cl)ccc1Cl)c1ccc[nH]1` gave H37Rv inhibition -6%, Salmonella PhoP GFP 5%, M. tuberculosis 4%, inhibitors of VEEV 7.5% and H1N1 NS1A inhibition -3%.
CC1CN=C(Nc2ccc(F)cc2)S1 (stereo not drawn) was read as H37Rv inhibition 8%, Salmonella PhoP GFP -8%, M. tuberculosis 18%, inhibitors of VEEV 1.2% and H1N1 NS1A inhibition -1%.
CCCC12CN3CC(C)(CN(C1)C3c1ccc3c(c1)OCO3)C2=O (stereo not drawn) was read as H37Rv inhibition -4%, Salmonella PhoP GFP -9%, M. tuberculosis -1%, inhibitors of VEEV 2.2% and H1N1 NS1A inhibition -12%.
For O=C(Nc1nnc(S(=O)(=O)N2CCOCC2)s1)c1ccccc1Br the results were H37Rv inhibition -8%, Salmonella PhoP GFP -4%, M. tuberculosis 37%, inhibitors of VEEV 0.2%, H1N1 NS1A inhibition 3% and inhibitors of VEEV 10K pilot screen 0.7.
For O=[N+]([O-])c1ccccc1-c1cc(-c2ccccc2O)n[nH]1 the results were H37Rv inhibition -5%, Salmonella PhoP GFP -6%, M. tuberculosis 6%, inhibitors of VEEV 7.7% and H1N1 NS1A inhibition 9%.
For O=c1cc(-c2ccccc2)nc2nc(COc3ccccc3)[nH]n12 the results were H37Rv inhibition -3%, Salmonella PhoP GFP 8%, M. tuberculosis 31%, inhibitors of VEEV inactive and H1N1 NS1A inhibition 0%.
CC(c1ccccc1F)n1cc(C(=O)Nc2ccc3nc[nH]c3c2)nn1 (stereo not drawn) was read as H37Rv inhibition -4%, Salmonella PhoP GFP -4%, M. tuberculosis 21%, inhibitors of VEEV 0.7% and H1N1 NS1A inhibition 9%.
Screening O=[N+]([O-])c1ccc(NCCNS(=O)(=O)c2ccccc2)cc1 returned H37Rv inhibition -6%, Salmonella PhoP GFP 2%, M. tuberculosis 1%, inhibitors of VEEV 2.2% and H1N1 NS1A inhibition 9%.
`Cc1ccc(S(=O)(=O)CC(=O)N2CC(C)OC(C)C2)cc1` (stereo not drawn) gave H37Rv inhibition 1%, Salmonella PhoP GFP -8%, M. tuberculosis -11%, inhibitors of VEEV 1.2% and H1N1 NS1A inhibition 3%.
`C/C(CC1CC(COCCC(C)C)OC1=O)=N\NC(N)=S` (stereo not drawn) gave H37Rv inhibition -3%, Salmonella PhoP GFP -5%, M. tuberculosis 12%, inhibitors of VEEV 2.2%, H1N1 NS1A inhibition 0% and inhibitors of VEEV 10K pilot screen 2.7.
`C/C(Cn1nnc2ccccc21)=N/OC(=O)c1c(F)cccc1F` gave H37Rv inhibition 0%, Salmonella PhoP GFP -2%, M. tuberculosis 36%, inhibitors of VEEV 0.4% and H1N1 NS1A inhibition -1%.
Screening CCN(CC)C(=O)Oc1ccc(OC(=O)N(CC)CC)cc1 returned H37Rv inhibition 6%, Salmonella PhoP GFP 6%, M. tuberculosis -4%, inhibitors of VEEV 3.4% and H1N1 NS1A inhibition -15%.
Screening Cc1ccc(-n2ncc3c(=O)n(CC(=O)NCC4CCCO4)cnc32)cc1 (stereo not drawn) returned H37Rv inhibition -5%, Salmonella PhoP GFP 2%, M. tuberculosis 2%, inhibitors of VEEV 1.0%, H1N1 NS1A inhibition -4% and inhibitors of VEEV 10K pilot screen 0.1.
For C#CCn1c(O)c(N=NC(=O)CNC(=O)c2cccnc2)c2ccccc21 the results were H37Rv inhibition -2%, Salmonella PhoP GFP 5%, M. tuberculosis -13%, inhibitors of VEEV 0.8% and H1N1 NS1A inhibition 1%.
For CCN(CC)S(=O)(=O)c1ccc(NN)nc1 the results were H37Rv inhibition -2%, Salmonella PhoP GFP -2%, M. tuberculosis -3%, inhibitors of VEEV 1.0% and H1N1 NS1A inhibition 6%.
Screening CNCc1ccccc1OCc1ccccc1F returned H37Rv inhibition -6%, Salmonella PhoP GFP -5%, inhibitors of VEEV 1.3% and H1N1 NS1A inhibition -2%.
`CN(Cc1nc(-c2ccncc2)no1)S(=O)(=O)c1ccc(Br)cc1` gave H37Rv inhibition -11%, Salmonella PhoP GFP 0%, M. tuberculosis 10%, inhibitors of VEEV 0.9% and H1N1 NS1A inhibition -5%.
COc1cccc(CN2CCCN(S(=O)(=O)c3ccc(Br)cc3)CC2)c1 was read as H37Rv inhibition 4%, Salmonella PhoP GFP 3%, M. tuberculosis 33%, inhibitors of VEEV inactive and H1N1 NS1A inhibition 9%.
Screening Cn1nnnc1SCC(=O)Nc1nn(-c2ccccc2)nc1C(N)=O returned H37Rv inhibition -6%, Salmonella PhoP GFP 1%, M. tuberculosis -14%, inhibitors of VEEV 0.6% and H1N1 NS1A inhibition -3%.
`CCn1c(CSc2nc3ccccc3s2)nnc1SCC(=O)NCC(=O)OC` gave H37Rv inhibition -12%, Salmonella PhoP GFP 4%, M. tuberculosis -3%, inhibitors of VEEV inactive, H1N1 NS1A inhibition 0% and inhibitors of VEEV 10K pilot screen 0.0.
Screening COc1ccc(/C=C/C(=O)OCC(=O)Nc2cccc(C(C)=O)c2)cc1 returned H37Rv inhibition 8%, Salmonella PhoP GFP 0%, M. tuberculosis inconclusive, inhibitors of VEEV 1.0% and H1N1 NS1A inhibition -8%.
CCNc1nc2nc3ccc(C)cn3c(=O)c2cc1C(=O)NCC1CCCO1 (stereo not drawn) was read as H37Rv inhibition -1%, Salmonella PhoP GFP 2%, M. tuberculosis 2%, inhibitors of VEEV 0.1% and H1N1 NS1A inhibition 11%.
`CC(=O)c1ccc(Nc2nc(-c3cccnc3)cs2)cc1` gave H37Rv inhibition -1%, Salmonella PhoP GFP -2%, M. tuberculosis 21%, inhibitors of VEEV 0.2% and H1N1 NS1A inhibition -2%.
CC1CCN(C(=O)CCC(=O)Nc2nnc(C(F)(F)F)s2)CC1 was read as H37Rv inhibition -8%, Salmonella PhoP GFP 3%, M. tuberculosis 17%, inhibitors of VEEV 2.6% and H1N1 NS1A inhibition -6%.
`COc1ccc(C(=O)NCc2nnc(SCC(=O)NCc3ccco3)o2)cc1OC` gave H37Rv inhibition 3%, Salmonella PhoP GFP 8%, M. tuberculosis 3%, inhibitors of VEEV 0.8% and H1N1 NS1A inhibition -4%.
Screening CNC(=O)c1[nH]cnc1C(=O)Nc1ccccc1 returned H37Rv inhibition 60%, M. tuberculosis 45%, inhibitors of VEEV 0.3% and H1N1 NS1A inhibition -3%.
Nc1cc(N)nc(SCCc2ccccc2)n1 was read as H37Rv inhibition -7%, Salmonella PhoP GFP 5%, M. tuberculosis -20%, inhibitors of VEEV 0.5% and H1N1 NS1A inhibition 2%.
Screening O=C(CNC(=O)Cc1cccc2ccccc12)NCc1ccc(F)cc1 returned H37Rv inhibition 1%, Salmonella PhoP GFP -5%, M. tuberculosis -9%, inhibitors of VEEV 0.2% and H1N1 NS1A inhibition -5%.
For NC(=O)C1CCN(c2ccc(C(F)(F)F)cn2)CC1 the results were H37Rv inhibition -5%, Salmonella PhoP GFP 3%, M. tuberculosis 7%, inhibitors of VEEV inactive and H1N1 NS1A inhibition -1%.
O=C(CCC1CCCC1)N1CCN(C(=O)c2cccnc2)CC1 was read as H37Rv inhibition -14%, Salmonella PhoP GFP -3%, M. tuberculosis 4%, inhibitors of VEEV inactive and H1N1 NS1A inhibition -4%.

2 entries picked at random from the list so far, as already listed:
Nc1cc(N)nc(SCCc2ccccc2)n1 was read as H37Rv inhibition -7%, Salmonella PhoP GFP 5%, M. tuberculosis -20%, inhibitors of VEEV 0.5% and H1N1 NS1A inhibition 2%.
`CC(=O)c1ccc(Nc2nc(-c3cccnc3)cs2)cc1` gave H37Rv inhibition -1%, Salmonella PhoP GFP -2%, M. tuberculosis 21%, inhibitors of VEEV 0.2% and H1N1 NS1A inhibition -2%.
